PME-1 inh = PME-1 (human) inhibition; Q9Y570; recombinant PME-1, FP-Rh probe fluorescence polarization; inhibition, % at 5.9 µM; 320,000 tested, 0.53% active;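 active = inhibition above the campaign mean of all compounds plus 3 SD, cut at about 26% in these data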;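 also: competitive labeling of PME-1 active site by serine hydrolase directed probe; 0% = PME-1 with DMSO and 100% = wells lacking PME-1 enzyme; inhibitors block probe labeling so polarization falls and inhibition rises; many of its hits are not listed in these tables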
Target sequence (Q9Y570 whole entry, looked up): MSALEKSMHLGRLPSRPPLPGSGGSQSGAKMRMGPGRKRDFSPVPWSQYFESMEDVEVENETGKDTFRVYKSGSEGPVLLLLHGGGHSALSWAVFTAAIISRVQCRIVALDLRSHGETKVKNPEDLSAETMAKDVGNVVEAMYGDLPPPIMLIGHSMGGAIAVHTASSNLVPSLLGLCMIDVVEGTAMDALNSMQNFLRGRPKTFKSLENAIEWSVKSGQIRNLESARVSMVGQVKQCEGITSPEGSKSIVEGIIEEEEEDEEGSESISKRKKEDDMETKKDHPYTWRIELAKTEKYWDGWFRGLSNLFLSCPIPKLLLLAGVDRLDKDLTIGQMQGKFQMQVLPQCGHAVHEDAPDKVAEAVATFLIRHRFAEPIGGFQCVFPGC
GLD-1 TGE inh = GLD-1-TGE RNA interaction inhibition (C. elegans). Q17339. purified GLD-1 + fluorescein TGE RNA, fluorescence polarization. 320,000 tested, 0.44% active. inhibition, % at 5.96 µM. AID 2280;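 active = percent inhibition above a per-plate cutoff, the plate mean of test compounds plus 3 SD, cut at about 30% in these data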;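 also: 0% = DMSO wells with GLD-1 and probe and 100% = wells lacking GLD-1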
GRK2 aptamer HTS = inhibitors of human GRK2 displacing RNA aptamer; P25098; bead flow cytometry, FAM-aptamer displacement from GRK2; inhibition of aptamer binding, % at 10 µM; 330,000 tested, 0.59% active; AID 488847;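 active = inhibition of aptamer binding above 40%, roughly 3 SD of noise, on plates passing a quality check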;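 also: median bead fluorescence of bound FAM aptamer so fluorescent compounds give negative values; no value below 0 was filed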
Fam108B counter = blocks mouse Fam108B hydrolase in RBBP9 counter-screen | recombinant Fam108B, FP-Rh probe fluorescence polarization | inhibition, % at 9.51 µM | 300,000 tested, 0.33% active;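 active = inhibition above the screen mean inhibition plus 3 SD, computed separately per campaign, cut at about 18% in these data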;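 also: inhibitors lower polarization as less probe binds the enzyme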
MEX-5 binding = C. elegans MEX-5 TCR-2 RNA binding activity; MEX-5/FITC-TCR2 RNA binding, fluorescence polarization; active compounds read low; 300,000 tested, 0.38% active; Q9XUB2; activity score (negative = inhibition of binding), % at 10 µM;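 active = inhibition past about -25% in most replicates, and total fluorescence under double the plate's negative control median, limit read from the data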;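 also: 0% = DMSO and -100% = 5 µM competing unlabeled TCR2 RNA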
VLA-4 inh = inhibition in a human VLA-4 binding assay. P13612. VLA-4 expressing cells, ligand binding flow cytometry. inhibition, % (about 7 µM as worked out from the volumes in the protocol). 330,000 tested, 0.2% active. AID 2557; in the data active = inhibition above about 50%
MCL1-BIM inh = MCL1-BIM-BH3 interaction inhibition (human) | Q07820 | GST-MCL1 / FITC-Bim-BH3 fluorescence polarization | inhibition, % at 10.9 µM | 320,000 tested, 0.68% active | AID 2057;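 active = inhibition above the mean inhibition of all tested compounds plus 3 SD, set per campaign, cut at about 40% in these data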;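 also: 0% = DMSO wells and 100% = unlabeled Bim-BH3 peptide control; higher means more loss of mP so more displacement of Bim peptide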
Target sequence (Q07820 whole entry, looked up): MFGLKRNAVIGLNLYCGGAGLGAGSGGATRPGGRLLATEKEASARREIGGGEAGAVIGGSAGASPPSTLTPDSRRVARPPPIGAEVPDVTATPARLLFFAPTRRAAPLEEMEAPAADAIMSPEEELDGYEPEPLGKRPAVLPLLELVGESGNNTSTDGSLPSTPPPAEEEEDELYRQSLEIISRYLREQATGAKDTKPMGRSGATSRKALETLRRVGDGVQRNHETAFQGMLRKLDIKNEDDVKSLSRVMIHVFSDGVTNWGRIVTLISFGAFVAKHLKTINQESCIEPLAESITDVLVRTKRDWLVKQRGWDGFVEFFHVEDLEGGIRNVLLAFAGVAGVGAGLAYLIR
BCLXL inh = Bcl-xL (human) inhibition; GST-Bcl-xL / FITC-Bim BH3 peptide fluorescence polarization; inhibition, % at 10.9 µM; 320,000 tested, 0.7% active;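 active = inhibition above the mean of all tested compounds plus 3 SD, cutoff set per campaign, cut at about 30% in these data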;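 also: 0% = DMSO wells and 100% = unlabeled Bim-BH3 peptide competitor; inhibitors lower millipolarization by displacing the labeled peptide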
Target sequence (Q07817 whole entry, looked up): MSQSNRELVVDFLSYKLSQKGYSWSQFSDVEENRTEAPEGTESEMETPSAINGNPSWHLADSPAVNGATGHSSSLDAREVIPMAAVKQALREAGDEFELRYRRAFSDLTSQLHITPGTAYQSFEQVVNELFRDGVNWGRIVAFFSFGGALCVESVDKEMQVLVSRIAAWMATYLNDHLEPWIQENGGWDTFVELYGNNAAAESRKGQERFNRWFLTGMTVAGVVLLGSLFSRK
Efflux pump mplx = blocks antifungal efflux pumps in multiplex yeast assay | S. cerevisiae Candida pump triplex, Nile Red efflux | 330,000 tested, 0.44% active | inhibition, % at 10 µM;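 active = plate passing quality check with inhibition over a set limit, or well fluorescence over plate mean plus 4 SD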;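 also: Nile Red retained in pooled yeast measured as flow cytometry median fluorescence; 0% = buffer negative control and 100% = Enniatin B positive control; higher means more Nile Red kept so more efflux inhibition; some compounds called inactive have numbers as strong as hits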
An asterisk follows results filed as active; . = no result given. This is a subset, so the mix of outcomes need not match the whole.

SMILES | PME-1 inh | GLD-1 TGE inh | GRK2 aptamer HTS | Fam108B counter | MEX-5 binding | VLA-4 inh | MCL1-BIM inh | BCLXL inh | Efflux pump mplx
CCn1cc(C(=O)N[C@@H](CCSC)C(=O)NCCOC)c(=O)c2cc3c(cc21)OCO3 | 2 | 0 | 2 | 4 | -1.2 | 8 | 11 | 10 | 0.1
COC(=O)c1ccccc1NC(=O)C1(S(=O)(=O)c2ccc(Cl)cc2)CC1 | 5 | 7 | 1 | 0 | 0.3 | 0 | 2 | 0 | 0.1
O=C(Cc1c(F)cccc1Cl)NNC(=O)c1ccccc1Cl | -2 | 3 | 0 | . | . | 1 | 5 | 6 | -0.1
CCCN(CCC)CCNS(=O)(=O)c1ccc2c(c1)CCN2C(=O)C1CCC1 | 3 | -3 | 0 | 0 | -2.3 | 2 | 2 | 5 | -0.1
COc1cc(C(=O)Nc2ccc3nc4n(c(=O)c3c2)CCCC4)ccc1Br | -1 | -5 | 0 | 1 | -0.3 | 4 | -1 | 9 | -0.3
CSc1nc2nc3c(cc2c(=O)n1-c1ccccc1C)COC(C)(C)C3 | 2 | 46* | 0 | 4 | -0.5 | 0 | 59* | 57* | -0.2
CC(Sc1ccccc1)C(=O)Nc1ccc(S(=O)(=O)N2CCOCC2)cc1 (stereo not given) | 2 | -1 | 0 | -2 | 2.2 | -4 | -4 | 3 | 0.0
CC(C)C(NS(=O)(=O)c1cccs1)C(=O)N1CCC(C(N)=O)CC1 (stereo not given) | -5 | -4 | 3 | . | . | 13 | 0 | 5 | -0.1
COc1ccccc1C(=O)NNC(=O)C12CC3CC(CC(C3)C1)C2 | -4 | -3 | 0 | 1 | -0.3 | 7 | -1 | -3 | -0.1
CC(=O)N1CC(C)Sc2ccc(S(=O)(=O)NCCc3ccccc3)cc21 (stereo not given) | 5 | 3 | 1 | 4 | 1.1 | 8 | 8 | 5 | -0.1
CC(C)[C@H](NC(=O)Nc1ccccc1F)C(=O)O | -5 | 8 | 1 | -5 | -0.9 | 9 | 5 | 1 | 0.1
Cc1ccc(CSC2=NCCN2C(=O)C(C)Oc2ccccc2)cc1 (stereo not given) | -2 | 2 | 0 | -2 | . | -6 | 11 | 12 | 0.0
COc1ccc(OC)c(-c2csc(N(CC3CCCO3)C(=O)Cc3ccccc3)n2)c1 (stereo not given) | 1 | -1 | 1 | -2 | 2.0 | 16 | 5 | 2 | 0.2
O=C(Nc1ccc(O)c2c(=O)cc(-c3ccccc3Cl)oc12)c1ccc(Cl)c(Cl)c1 | 0 | 9 | 5 | -5 | 3.7 | 0 | 3 | 3 | 0.1
COc1ccc(-c2ccc3c(c2)S(=O)(=O)c2cccc(C(=O)O)c2C3=O)cc1OC | -3 | -2 | 0 | . | . | -4 | 1 | 0 | 0.1
C[C@]12c3[nH]c4ccccc4c3CCN1C(=O)C(CC(=O)NCCc1ccccn1)C[C@@H]2C(=O)N1CCCCC1 (stereo not given in full) | . | -2 | 4 | . | . | -17 | . | . | 0.0
CC(C)CC(=O)NCc1ccc(F)cc1 | -3 | 7 | 6 | 3 | -0.5 | -4 | 3 | 6 | 0.0
CCN(CC)CCC(c1ccc(N(C)C)cc1)c1c(O)cc(OC)cc1OC (stereo not given) | -3 | 6 | 0 | 1 | 1.4 | 6 | 4 | 3 | 0.2
Cc1sc2ncnc(N(C)C3CCCCC3)c2c1C | -6 | -5 | 0 | 1 | 1.5 | 7 | 3 | 2 | 0.1
CN(c1ccc(C(=O)Nc2cccnc2)cc1)S(=O)(=O)c1ccccc1 | 0 | 6 | 1 | 2 | -4.1 | 10 | -19 | -8 | -0.2
CN(C)c1ccc(NC(=O)CN2CCC(N3CCCCC3)CC2)cc1 | 4 | -10 | 6 | -3 | -0.6 | -3 | 5 | 11 | -0.1
CCOc1cc(CN2CCCC(CNC(=O)c3ccc(F)cc3)C2)ccc1OC (stereo not given) | -3 | -3 | 0 | 0 | 3.0 | 1 | -3 | -4 | 0.0
CSc1ccccc1C(=O)N1CCOCC1 | 2 | 1 | 1 | -7 | -0.3 | -4 | 6 | 5 | 0.1
CCOc1cc(C(=O)NCC(=O)N2CCC3(CC2)NCCc2[nH]cnc23)cc(OCC)c1OCC | -4 | -7 | 0 | 0 | -3.0 | 8 | -1 | 0 | 0.1
COc1ccc(S(=O)(=O)N2CCC(C(=O)N3CCOCC3)CC2)cc1 | 2 | -4 | 0 | 0 | 3.5 | 3 | 1 | 1 | 0.1
COC(=O)Cc1ccc(NC(=S)NNC(=O)C2CC2)cc1 | 6 | -3 | 10 | 1 | -2.3 | 1 | 7 | -1 | 0.1
CC(Oc1ccc(Br)cc1)C(=O)N1CCN(c2ccccn2)CC1 (stereo not given) | . | . | 0 | . | 1.7 | 1 | . | . | -0.5
CCCn1c(C(C)NC(C)=O)nc2ccccc21 (stereo not given) | -2 | 3 | 4 | 0 | -2.9 | 4 | -5 | -3 | 0.1
CCc1ccc(NC(=O)CC2C(=O)NCCN2C(=O)c2ccc(F)cc2)cc1 (stereo not given) | 6 | -3 | 1 | -2 | -2.5 | 4 | 0 | 3 | 0.0
O=C1CCN(Cc2ccc(O)cc2)CCN1[C@H](CO)c1ccccc1 | -1 | -6 | 2 | 1 | 0.6 | -3 | -5 | -2 | 0.2
Cc1ccccc1-c1nc(CS(=O)(=O)CC(=O)NCCCN2CCN(C)CC2)c(C)o1 | -4 | 6 | 0 | 4 | -2.3 | 12 | 13 | 2 | 0.1
CCN(C(=O)c1cc2c(s1)-c1ccccc1OC2)c1cc(OC)ccc1OC | -5 | 1 | 0 | -3 | -3.8 | -13 | -1 | -4 | 0.3
COc1ccc(NS(=O)(=O)c2cc3c(cc2C)N(C(C)=O)CCO3)cc1OC | 6 | 2 | 2 | 1 | -0.7 | 7 | -2 | 1 | -0.1
O=C(NCCc1csc(-c2ccccc2)n1)c1ccc(Br)o1 | 11 | 3 | 0 | -1 | -1.2 | -2 | 4 | 2 | 0.1
C[C@H](NC(=O)c1[nH]cnc1C(=O)Nc1ccccc1)C(=O)OC(C)(C)C | -1 | 9 | 0 | 4 | 2.4 | -5 | 14 | 8 | 0.0
COCCNC(=O)C(c1ccc(F)cc1)N(CCOC)C(=O)CCC(=O)Nc1ccccn1 (stereo not given) | -3 | -6 | 2 | -3 | -0.4 | 4 | -5 | 3 | 0.2
Cc1ccc(SCC(=O)O/N=C(\N)c2cccc([N+](=O)[O-])c2)cc1 | 3 | 5 | 0 | 3 | -2.8 | 3 | -2 | 5 | -0.6
COc1ccc(N2CCN(CCNC(=O)CCC(=O)NNc3nc4ccccc4c4nc(C)nn34)CC2)cc1 | -1 | 5 | 0 | 2 | 1.6 | -4 | -1 | 3 | -0.2
Cc1ccc(NC(=O)NC(=O)N(C(C)C)S(C)(=O)=O)nc1 | -10 | 3 | 0 | 0 | . | 1 | -1 | 5 | -0.2
CCCCCn1c(CN2CCN(Cc3ccccc3)CC2)nc2c1c(=O)n(C)c(=O)n2C | 0 | 1 | 0 | 0 | -0.3 | 1 | 7 | 7 | -0.1
C=CCn1c(C)cc(C(=O)COc2ccc(N(C)S(=O)(=O)c3ccc(NC(C)=O)cc3)cc2)c1C | . | 0 | 1 | . | . | 6 | . | . | 0.1
c1ccc(NCc2ccccn2)cc1 | 0 | 7 | 0 | 0 | 0.1 | -15 | 6 | 6 | -0.1
CCSc1nnc(-c2cc(Br)ccc2N)c(=O)[nH]1 | 1 | -3 | 0 | 3 | -1.3 | 15 | 4 | 2 | -0.1
COc1ccc2c(c1)CC/C(=C\C=C\c1ccccc1OC)C2=O | 4 | -2 | 4 | -2 | 1.2 | -12 | 7 | 13 | 0.1
COc1cc(OC)cc(C(=O)N[C@H](C(=O)Nc2cc(C)cc(C)c2)C(C)C)c1 | 4 | 4 | 1 | -1 | . | 17 | 1 | 1 | 0.3
O=C(O)C1C2CCC(C2)C1C(=O)Nc1ccc(Cl)c(Cl)c1 (stereo not given) | -8 | 4 | 3 | 1 | 0.5 | 1 | 2 | 2 | 0.1
C/C(=N\NC(=O)c1ccco1)c1ccc(NC(=O)c2ccccc2)cc1 | 0 | 1 | 0 | -1 | -2.5 | 3 | -3 | 0 | 0.0
COc1ccccc1NC(=O)CCN1CCN(C)CC1 | 0 | -1 | 3 | 2 | 0.2 | 11 | 4 | 3 | 0.1
C/C(=N\OCc1ccc(C#N)cc1)c1cc2ccccc2o1 | -2 | 2 | 1 | -3 | -1.7 | 5 | 5 | 0 | -0.1
COc1ccccc1C(=O)NC(=O)COc1ccc(Cl)cc1Cl | 4 | 3 | 3 | 1 | 1.6 | -2 | 1 | 9 | 0.3
CC1CCc2nc(NC(=O)C3CCCO3)sc2C1 (stereo not given) | -4 | 3 | 4 | -3 | -0.9 | -10 | 4 | 0 | -0.1
Cc1cc(C(=O)NNC(=S)NCC2CCCO2)cs1 (stereo not given) | -1 | 3 | 2 | 4 | -4.2 | 3 | 8 | 4 | 0.1
Brc1ccccc1OCCCCN1CCCCC1 | -1 | 4 | 0 | 1 | -1.0 | 12 | -4 | 2 | -0.1
O=C(CN1CCc2ccccc2C1)Nc1ccc(OC(F)(F)F)cc1 | -7 | 5 | 0 | -2 | -1.8 | 0 | -3 | -8 | 0.2
CCCC(C)c1nnc(NC(=O)C2CCCO2)s1 (stereo not given) | -1 | 7 | 0 | -3 | 2.8 | 14 | 1 | 4 | 0.0
O=C(Nc1cccc2nsnc12)c1cccnc1Cl | -6 | 2 | 3 | -3 | 4.7 | -1 | 6 | 6 | 0.1
Cc1ccc(S(=O)(=O)c2c(N)n(C)c3nc4ccccc4nc23)cc1 | -3 | 1 | 0 | 0 | -3.2 | -3 | 12 | 10 | 0.0
CCc1ccc(C(C)NC(=O)Cc2ccc(F)cc2)cc1 (stereo not given) | -8 | 11 | 0 | -4 | -0.1 | 8 | -1 | 0 | 0.0
O=C(O)CCCC(=O)N1N=C(c2ccccc2)CC1c1cccs1 (stereo not given) | -2 | -1 | 0 | 0 | -0.4 | 8 | 3 | 4 | 0.1
CC(CCc1ccccc1)NC(=O)Cn1cccc1C(=O)c1ccccc1 (stereo not given) | -9 | 2 | 0 | 0 | -1.8 | 0 | 2 | 3 | 0.1
(cont.)
SMILES | PME-1 inh | GLD-1 TGE inh | GRK2 aptamer HTS | Fam108B counter | MEX-5 binding | VLA-4 inh | MCL1-BIM inh | BCLXL inh | Efflux pump mplx
COc1ccc(Cl)cc1NC(=O)COC(=O)CCCC1=NS(=O)(=O)c2ccccc2N1 | 1 | 0 | 6 | -4 | -2.4 | -1 | -2 | 1 | 0.0
O=S(=O)(c1ccc(Cl)cc1)N1CCN(CCc2ccncc2)CC1 | 2 | 7 | 0 | -1 | -1.4 | 1 | 1 | -1 | 0.0
COc1ccc(/C=C/CN2CCN(CC(C)C)C(CCO)C2)cc1 (stereo not given) | -3 | 3 | 0 | 0 | -0.4 | 37 | -3 | 0 | 0.1
O=S(=O)(c1ccc(SCCOc2ccc(Cl)cc2)nc1)N1CCCC1 | -3 | 1 | 2 | . | . | 8 | 1 | 5 | 0.2
CC(C)(C)NC(=O)COC(=O)CCC(=O)c1cccs1 | -5 | 1 | 0 | 0 | 0.8 | -2 | -5 | 0 | 0.0

Assay outcomes as filed in PubChem BioAssay.
